D1 antagonist – blocks dopamine activation of the human D1 receptor; P21728; HEK293 TREx D1 cells, calcium flux, dopamine EC80; stronger effect = lower value; activity change, negative = inhibition, % at 10 µM; 3.2% of 360,000 active; AID 504652; in the data active = activity change below about -30%; also: % is scaled to controls: 0 for no effect and ±100 for the full control effect
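Tetracycline-induced HEK293 Trex D1 cells, force-coupled to calcium, dye-loaded; compounds added and read 180 s, then EC80 dopamine added and calcium flux tracked kinetically another 180 s.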
RXFP1 antag – antagonists of human relaxin receptor RXFP1; Q9HBX9; HEK293-RXFP1, relaxin-stimulated cAMP HTRF, 30 min; stronger effect = lower value; activity change, negative = inhibition, % at 57.5 µM; 0.59% of 350,000 active; AID 1259400;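 active = activity change of -60% or lower, but not beyond a set lower limit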; also: % is scaled to controls: 0 for no effect and ±100 for the full control effect
D1 PAM – enhances dopamine response at the human D1 receptor; 0.036% of 360,000 active; potentiation, % at 10 µM; HEK293 TREx D1 cells, calcium flux, dopamine EC20 potentiation; AID 504651; P21728; in the data active = potentiation above about 30%; also: 0% is about no effect
D1 agonist – agonists of human D1 dopamine receptor | 1% of 360,000 active | HEK293 T-REx D1 cells, calcium flux, agonist mode | activation, % at 2 µM | AID 504660 | P21728; also: 0% is about no effect
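Agonism was scored from calcium flux recorded over 180 s (1 read/s) after pintool compound addition, following a 10-cycle baseline. Cells were inducible force-coupled HEK293 TREx D1, plated overnight at 30 C and loaded with no-wash calcium dye.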
TRHR enhancer – TRH receptor (human) allosteric enhancement | P34981 | TRHR cells, fluo-8 calcium fluorescence, EC20 TRH enhancement | enhancement, % at 2 µM | 0.66% of 360,000 active | AID 493056; in the data active = enhancement above about 30%; also: 0% is about no effect
Target sequence (P34981 whole entry, looked up): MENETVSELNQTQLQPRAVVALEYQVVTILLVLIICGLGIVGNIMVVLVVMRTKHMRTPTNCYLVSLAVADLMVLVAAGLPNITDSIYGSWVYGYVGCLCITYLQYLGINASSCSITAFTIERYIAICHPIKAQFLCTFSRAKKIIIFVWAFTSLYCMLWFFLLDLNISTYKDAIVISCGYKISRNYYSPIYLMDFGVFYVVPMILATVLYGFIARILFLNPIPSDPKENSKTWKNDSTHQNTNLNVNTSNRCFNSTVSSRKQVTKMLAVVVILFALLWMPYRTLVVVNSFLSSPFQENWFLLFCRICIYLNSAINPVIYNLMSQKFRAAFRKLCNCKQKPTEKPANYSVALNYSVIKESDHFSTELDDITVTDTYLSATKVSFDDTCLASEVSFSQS
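TRHR-expressing cells loaded with fluo-8 calcium dye were read kinetically (ex 480/em 530) during compound addition, then stimulated with an EC20 of TRH (10 nM final). Enhancement of the Gq-mediated intracellular calcium response was scored.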
TRHR ag – activates the human TRH receptor; P34981; TRHR cells, calcium flux fluo-8, FDSS agonist mode; activation, % at 2 µM; 0.18% of 360,000 active; AID 493084; also: 0% is about no effect
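In this calcium-flux screen, cells bearing human TRHR are dye-loaded with fluo-8, baselined for 10 cycles, then exposed to library compounds; positive kinetic calcium responses during the agonist phase mark hits, with TRH as control.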
D2 ag – activates the human D2 dopamine receptor | 0.53% of 340,000 active | HEK293 T-REx D2 cells, calcium flux agonist mode | AID 485358 | activation, % at 2 µM;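 active = activation over 3 SD above normal in the single-dose calcium agonist read, cut at about 30% in these data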; also: 0% is about no effect
Target sequence (P14416 whole entry, looked up): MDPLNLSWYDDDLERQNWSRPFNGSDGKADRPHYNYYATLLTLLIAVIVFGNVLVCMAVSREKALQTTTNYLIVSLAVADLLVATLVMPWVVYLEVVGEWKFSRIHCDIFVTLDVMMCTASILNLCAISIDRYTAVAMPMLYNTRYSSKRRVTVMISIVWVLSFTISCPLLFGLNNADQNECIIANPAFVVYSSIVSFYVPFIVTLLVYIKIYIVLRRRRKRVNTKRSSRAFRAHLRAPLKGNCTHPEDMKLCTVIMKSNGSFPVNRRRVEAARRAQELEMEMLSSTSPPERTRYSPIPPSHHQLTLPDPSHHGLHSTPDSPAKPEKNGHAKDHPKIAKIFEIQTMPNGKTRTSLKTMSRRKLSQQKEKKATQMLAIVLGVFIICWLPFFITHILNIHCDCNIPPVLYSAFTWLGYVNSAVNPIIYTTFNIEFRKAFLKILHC
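Agonism scored from kinetic calcium signal (1 read/sec, 180 s) following compound pin transfer, after a 10 s baseline. Cells: HEK293 Trex line expressing inducible D2 receptor coupled to calcium, dye-loaded after overnight culture at 30 C.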
D2 PAM – positive allosteric modulators of human D2 dopamine receptor | P14416 | HEK293 T-REx D2, calcium flux, EC20 dopamine potentiation | potentiation, % at 10 µM | 0.34% of 340,000 active;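 active = potentiation over 3 SD above the plate norm, cut at about 30% in these data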; also: 0% is about no effect
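Potentiation of an EC20 dopamine calcium response is measured in a force-coupled, tetracycline-inducible Hek293 Trex D2 line. Compound-only kinetic reads over 180 s flag agonists before dopamine addition.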
D2 antag – antagonists of human D2 dopamine receptor | P14416 | HEK293 TREx D2 cells, calcium flux, dopamine EC80 | inhibition, % at 10 µM | 2% of 340,000 active; in the data active = inhibition above about 30%; also: 0% is about no effect
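Measurement of antagonist activity uses fluorescent calcium dye in inducible HEK293 T-REx D2 cells: 10 s baseline, compound addition with 180 s read, EC80 dopamine addition with a further 180 s read.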
Numbers without * were called inactive; x = no result given; & = joins results of further samples. Rule as the data show it, unless noted: active = activation above about 30%; inactive = the rest.

SMILES	D1 antagonist	RXFP1 antag	D1 PAM	D1 agonist	TRHR enhancer	TRHR ag	D2 ag	D2 PAM	D2 antag
Nc1cc[n+](CC(=O)c2ccc3c(c2)OCCO3)cc1	-3	-2	-7	7	-1	0.0	0.4	-7	0
CCOC(=O)c1c(C)[nH]c(C(=O)OCC(=O)N(C)c2c(N)n(Cc3ccccc3)c(=O)[nH]c2=O)c1C	10	-3	-3	-1	21	1.2	0.3	-7	-15
CCOC(=O)Cc1csc(NC(=O)COc2cc(C)cc(C)c2)n1	20	2	-3	2	-6	-2.0	-2.6	-8	14
CNC(=O)C(=O)NCCN1CCN(C(=O)c2ccc([N+](=O)[O-])cc2)CC1	-6	0	-4	5	-2	-1.4	0.5	18	-10
COc1cc(/C=C2\CC(C(C)(C)C)C/C(=C\c3cc(OC)c(OC)c(OC)c3)C2=O)cc(OC)c1OC (configuration not stated)	1	-4	-3	32*	29	-0.5	1.1	15	-5
Cc1cc(Cl)ccc1N(CC(=O)NCCSCc1ccco1)S(C)(=O)=O	5	-16	-1	2	-5	2.7	x	x	x
Cc1cccc(C)c1NC(=O)C(=O)NCCOc1ccc(Cl)cc1	13	0	7	5	2	0.0	0.8	11	-11
O=c1c2ccccc2ncn1Cc1ccc(Cl)c(Cl)c1	-13	1	-4	1	-10	0.6	0.1	12	8
Cc1ccc2c(c1)C1CN(C)CCC1N2C(=S)Nc1ccc(Cl)cc1Cl (configuration not stated)	-20	-33	-5	1	-7	-0.7	0.0	-15	11
Cc1ccc(NC(=O)/C=C\C(=O)NCC(=O)O)cc1C	-37*	7	-4	3	4	0.3	-0.4	9	19
O=C(OCCn1cncn1)c1cc2ccccc2oc1=O	-2	-15	-2	2	7	-0.1	0.2	4	-3
COc1cc2ccccc2cc1C(=O)Nc1cc(-c2nc3ccccc3o2)ccc1C	10	-8	-2	1	22	-0.6	-0.8	7	x

Record cards, as listed above. Screens in order: D1 antagonist, RXFP1 antag, D1 PAM, D1 agonist, TRHR enhancer, TRHR ag, D2 ag, D2 PAM, D2 antag
Entry for `CCOC(=O)Cc1csc(NC(=O)COc2cc(C)cc(C)c2)n1` → 20, 2, -3, 2, -6, -2.0, -2.6, -8, 14
Entry for `Cc1ccc(NC(=O)/C=C\C(=O)NCC(=O)O)cc1C` → -37*, 7, -4, 3, 4, 0.3, -0.4, 9, 19

(cont.)
SMILES	D1 antagonist	RXFP1 antag	D1 PAM	D1 agonist	TRHR enhancer	TRHR ag	D2 ag	D2 PAM	D2 antag
COc1ccccc1-c1nnc(NC(=O)Cc2ccccc2)o1	1	-8	4	1	-4	-1.1	-0.2	-23	22
N#Cc1c(OCC(=O)c2ccccc2)nc2c(c1-c1ccco1)CCc1ccccc1-2	-1	18	-2	2	-4	0.8	-0.4	10	-16
Cc1ccccc1C(=O)NNC(=O)CSc1nc(-c2ccccc2)cc(=O)[nH]1	-5	-9	-5	2	28	0.1	1.8	-15	0
Cc1ccc(NC(=O)Cn2cnc3sc(C(=O)NCc4ccco4)c(C)c3c2=O)cc1Cl	-12	-17	-2	2	13	0.6	1.2	-4	-4
Cc1[nH]c2ccccc2c1/C=N/NC(=O)c1cccc(Br)c1	2	-18	13	0	-1	0.4	0.5	-5	0
COc1ccc([N+](=O)[O-])cc1NC(=O)CCN1CCN(CCO)CC1	22	6	7	2	-1	-1.6	-0.7	-6	-9
CC(C)(C)OC(=O)N1CCC(c2c(C(=O)N3CCN(c4ccccn4)CC3)cnn2-c2ccc(F)cc2F)CC1	-3	-5	-4	-1	4	-0.7	-1.0	4	x
CCCCCCCn1c(NC(=O)CC)nc2ccccc21	-4	-26	-8	3	-1	-1.0	x	x	x
COc1cccc(CCC(=O)N2CCC(n3nccc3NC(=O)CC(C)C)CC2)c1	1	6	-3	1	15	-0.1	0.4	7	-17
CCc1cccc(CC)c1NC(=O)Cc1csc(C)n1	12	8	-3	-2	-8	-0.1	-0.6	0	x
Cc1cc(Cl)ccc1OCC(=O)Nn1c(C)ccc1C	15	-26	0	0	-1	0.3	-0.9	4	-7
Cc1cc(C)c2[nH]c(=O)c(C(c3nnnn3C(C)(C)C)N3CCN(C(=O)c4ccco4)CC3)cc2c1 (configuration not stated)	-2	-14	2	2	-1	0.5	0.9	7	-7

The last 6 compounds of the section above lead into the next.
SMILES	D1 antagonist	RXFP1 antag	D1 PAM	D1 agonist	TRHR enhancer	TRHR ag	D2 ag	D2 PAM	D2 antag
CC(C)(C)OC(=O)N1CCC(c2c(C(=O)N3CCN(c4ccccn4)CC3)cnn2-c2ccc(F)cc2F)CC1	-3	-5	-4	-1	4	-0.7	-1.0	4	x
CCCCCCCn1c(NC(=O)CC)nc2ccccc21	-4	-26	-8	3	-1	-1.0	x	x	x
COc1cccc(CCC(=O)N2CCC(n3nccc3NC(=O)CC(C)C)CC2)c1	1	6	-3	1	15	-0.1	0.4	7	-17
CCc1cccc(CC)c1NC(=O)Cc1csc(C)n1	12	8	-3	-2	-8	-0.1	-0.6	0	x
Cc1cc(Cl)ccc1OCC(=O)Nn1c(C)ccc1C	15	-26	0	0	-1	0.3	-0.9	4	-7
Cc1cc(C)c2[nH]c(=O)c(C(c3nnnn3C(C)(C)C)N3CCN(C(=O)c4ccco4)CC3)cc2c1 (configuration not stated)	-2	-14	2	2	-1	0.5	0.9	7	-7
Cc1ccc(S(=O)(=O)c2c(N)n(C)c3nc4ccccc4nc23)cc1	-4	8	-3	2	0	-0.3	1.7	4	-8
Cc1ccc(S(=O)(=O)NN2C(=O)/C(=C/c3cccn3C)SC2=S)cc1	5	x	0	1	-4	-0.3	-0.7	3	1
O=c1[nH]c2cc(C(F)(F)F)ccc2n1-c1cc(C(F)(F)F)ccc1O	-16	x	-7	14	1	0.7	-0.1	-3	2
O=C1CCCN1CCCNc1ncccc1[N+](=O)[O-]	8	9	-4	0	-2	0.5	0.0	-4	7
O=C(O)C1=C[C@H](C2CC2)C[C@H](OCCCCO)O1	-12	x	3	-1	-3	0.3	x	x	x
Cc1ccc(CCNC(=O)c2c(C)nn(-c3ccc(F)cc3)c2-n2cccc2)cc1	-2	x	-2	5	-3	-0.2	-1.0	3	x
CCCCOc1ccc(-c2nnn(CC(=O)Nc3ncc(CC(=O)OCC)s3)n2)cc1	10	-6	-5	17	4	5.0	8.1	6	10
CCN(N=O)[C@@H](Cc1ccccc1)CN(N=O)[C@@H](Cc1ccccc1)CN(C)N=O	-8	x	-1	-3	-7	0.1	0.0	-3	-6
COc1ccc(CNC(=O)CN=C2NC(=O)C(c3ccccc3)(c3ccccc3)N2)cc1	-4	-3	1	5	-3	0.1	-0.5	5	-8
Cc1nc(C(C)NC(=O)CCc2nnc(CCCc3ccccc3)o2)c(C)s1 (configuration not stated)	-13	7	-1	0	2	-0.2	0.1	0	-3
O=S(=O)(/N=C(/Nc1ccccc1)C(F)(F)F)c1ccccc1	-6	5	-10	-2	2	-0.2	x	1	x
COc1ccc(CN(CCCN2CCOCC2)C(=O)Nc2cccc(Cl)c2)cc1OC	-17	1	-1	5	-3	-0.2	-0.2	-18	-3
CC(C)(C)NCc1cc2ccccc2[nH]c1=O	-5	-11	1	3	-3	0.5	1.0	-5	-3
Cc1ccc(OCC(=O)NNc2c3ccccc3nc3ccccc23)cc1	-25	-67*	-4	1	1	-0.4	0.0	9	0
Cc1cc(=O)n2[nH]c(N)c(N=Nc3ccccc3)c2n1	-4	2	-4	4	7	0.2	0.3	9	18
O=C(Cn1cnc2c(nnn2Cc2ccccc2F)c1=O)NCc1ccco1	-7	-1	-1	2	2	-0.5	0.3	11	17
OCCCc1nc2ccccc2n1CCCCOc1ccccc1	-16&8	5&-20	-10&-1	4&6	-13&1	1.0&0.7	0.5&-1.1	6&19	0
COc1ccc2oc(C(=O)NC3CCCCC3)c(C)c2c1	7	-1	-6	0	5	-0.3	0.1	-16	-1
COCCNC(=O)CN(C(=O)CCC(=O)Nc1ccccn1)c1ccccc1F	9	-6	4	2	-3	0.4	0.1	-5	-5
COc1ccc(-c2ccccc2NC(=O)C2CCCN(Cc3ccco3)C2)cc1 (configuration not stated)	17	-13	5	2	14	-0.7	0.3	-2	-7
COc1cc(C(=O)n2nc(-c3ccco3)nc2NCc2ccc(Cl)cc2)cc(OC)c1OC	-2	-6	1	-2	-9	0.4	0.1	8	x
COCCCNC(=O)C(=O)C1C(=O)Nc2ccccc21 (configuration not stated)	7	3	6	3	-1	0.0	-0.6	5	12
OC1(C#CCN2CCOCC2)CCCCC1	-14	3	-1	2	2	0.3	-0.1	x	-17
O=C(COc1ccc(F)cc1)Nc1ccccc1C(=O)OCc1cc(=O)n2nc(C3CC3)sc2n1	-10	-5	0	0	-1	0.3	17	-6	x
CCCSC(=S)c1c(C)[nH]n(-c2ccccc2)c1=O	-11	-70*	-2	35*	0	0.3	2.5	-6	7
CCOC(=O)C1CCN(S(=O)(=O)c2ccc(N3CCCCS3(=O)=O)cc2)CC1	-25	4	1	6	2	-0.1	-0.4	2	x
CC1CCN(c2ccc(NC(=O)c3ccc(Br)o3)cc2)CC1	2	-17	-7	2	18	0.2	-0.1	4	13
COc1ccc(C(=O)OCC(=O)Nc2cc(S(=O)(=O)N3CCOCC3)ccc2N2CCCC2)cc1	0	-16	4	1	-6	0.8	-0.7	6	-4
COc1ccc(CN2CCC(c3nc4ccc(Cl)cc4[nH]3)CC2)cc1	1	-5	-5	19	-2	-0.5	-1.0	-19	60*
S=C(c1c[nH]c2ccc(Br)cc12)N1CCOCC1	-11	-9	4	10	-4	0.5	3.5	-2	38*
COC(=O)COc1ccc(/C=N/NS(=O)(=O)c2ccccc2)cc1	-8	-8	-10	2	-6	-0.4	0.4	13	13
Cc1ccccc1-n1c(=O)c2c(n3cnnc13)-c1ccccc1CC21CCCCC1	-4	-6	-6	-1	-6	-0.7	-0.2	0	1
CCOC(=O)c1ccc(NC(=O)CN2C(=O)CSC2=O)cc1	-11	24	1	2	17	-0.4	0.3	14	3
COc1ccc(-c2nc3n(n2)C(c2ccccc2)C2=C(CCCC2=O)N3)cc1OC (configuration not stated)	-2	14	-2	2	1	0.2	x	6	x
Cc1c(C(=O)N2CCCc3ccccc32)sc2nc(-c3ccccc3)cn12	5	-6	13	1	2	-1.0	-1.3	0	5
O=C(NCCc1ccccc1)C1CC1	-3	-5	-1	0	-4	-0.6	1.0	-9	5
CC(=O)c1ccc(NC(=O)C2CCC(CNS(=O)(=O)c3cccs3)CC2)cc1 (configuration not stated)	-20	11	-3	13	-4	0.2	0.8	15	x
Cc1ccccc1C(=O)NCCNC(=O)c1cnccn1	-6	13	-1	4	3	0.2	0.1	-6	0
CCOC(=O)c1cc(-c2ccccc2)n(CCCC(=O)Nc2cc(C)ccc2OC)c1C	3	-39	-3	3	1	0.0	x	11	x
Nc1nonc1-n1nnc(C(=O)N/N=C/c2ccc(OCc3ccccc3)cc2)c1CNc1ccccc1	-14	5	0	2	3	0.4	1.7	10	-5
CCOc1ccc(Cc2c(Cl)nc(SC)nc2OC)cc1	5	-3	-1	1	-4	0.0	0.7	-7	1
CCOC(=O)N1N=C(c2ccc(C)cc2)CC1(O)C(F)(F)F (configuration not stated)	-18	6	-2	2	5	0.2	-0.7	0	-24
COc1cccc2cc(-c3nc4sc5c(c4c(=O)[nH]3)CCC(C(C)(C)C)C5)c(=O)oc12 (configuration not stated)	0	15	0	0	2	0.0	0.2	4	x
COc1ccc(OC)c(NC(=O)CSC2=C(C#N)C(c3ccco3)C3=C(CCCC3=O)N2)c1 (configuration not stated)	-24	4	-5	2	-11	-0.5	0.8	-11	-17
